NTR1 ag: NTR1-driven beta-arrestin-GFP spot formation – imaging, U2OS cells, high content, primary screen (AID 493036). P30989. agonist mode. activation, % at 20 µM. 330,000 tested, 0.17% active;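 active = activation at or above 40% of the spot to cytoplasm intensity ratio, with at least 20 cells analyzed; inconclusive = wells under 20 cells, flagged as cytotoxic or low count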;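 also: 0% = DMSO without peptide and 100% = 100 nM NTR1 peptide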
Target sequence (P30989 whole entry, looked up): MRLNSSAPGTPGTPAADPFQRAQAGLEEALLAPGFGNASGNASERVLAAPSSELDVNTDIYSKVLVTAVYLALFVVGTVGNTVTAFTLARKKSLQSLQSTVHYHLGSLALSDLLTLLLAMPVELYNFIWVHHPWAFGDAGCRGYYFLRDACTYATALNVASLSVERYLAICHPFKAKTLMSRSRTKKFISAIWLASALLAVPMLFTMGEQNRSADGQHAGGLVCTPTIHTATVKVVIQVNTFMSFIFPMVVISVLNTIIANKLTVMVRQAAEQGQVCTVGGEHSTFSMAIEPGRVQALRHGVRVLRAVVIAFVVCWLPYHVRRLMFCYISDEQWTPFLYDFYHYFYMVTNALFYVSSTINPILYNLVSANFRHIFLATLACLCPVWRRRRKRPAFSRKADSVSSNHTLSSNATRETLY
MgcRacGAP inhibition: MgcRacGAP GTPase-activating activity inhibitors, confirmation, biochemical, ADP Hunter fluorescence. MgcRacGAP-stimulated Rac1 GTP hydrolysis, ADP Hunter fluorescence; higher % means a stronger effect; GST-tagged Rac1 F28L mutant substrate. inhibition, % at 30 µM; hits with a dose series show IC50 in µM. 340,000 tested, 0.6% active;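 active = first-screen hits whose inhibition reached a set limit at any dose in the follow-up dose series; inconclusive = inhibition above the set first-screen limit but never retested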;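 also: fluorescence reports GDP produced by GAP-driven GTP hydrolysis; strong numbers were not always called active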
T cell modulator: modulates CD8 T cell binding to vesicles | calls only at 7 µM | AID 2052 | 330,000 tested, 0.068% active | 2C CD8+ T cell-vesicle binding, flow cytometry; active compounds read low;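 active = response, share of CD8 T cells binding vesicles, and their 90th percentile fluorescence all below set limits, cut at about 80% in these data, passing the limit was not always enough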
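System: murine 2C transgenic CD8+ T lymphocytes; also added: QL9-loaded Drosophila micro-vesicles; times: binding 1.5 h at 37 °C; measured by: flow cytometry, PE anti-B7-1 (FL2) versus Alexa647 anti-CD8 (FL8), PFA-fixed; control set: Peptide-free naked vesicles (low) and QL9 vesicles with 0.7% DMSO vehicle (high)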
Large T inhibition: SV40 large T antigen inhibitors, biochemical (AID 1903); SV40 large T antigen ATPase/helicase inhibition assay; higher % means a stronger effect; inhibition, % at 20 µM, or IC50 in µM where a hit was titrated; 310,000 tested, 0.39% active; in the data active = a potency from the dose series; inconclusive = inhibition mostly from about 32% at the one dose, without a potency; inactive = the rest, 99 in 100 with inhibition below about 32%; also: strong numbers were not always called active
RSV antiviral HEp-2: RSV antiviral activity via CPE protection, HEp-2 cells, primary 10 µM value included (AID 2391); HEp-2 cells, RSV-induced CPE inhibition; higher % means a stronger effect; one-dose CPE inhibition, % at 10 µM; IC50 in µM for titrated hits; 310,000 tested, 0.13% active; in the data active = a potency from the dose series; inconclusive = CPE inhibition mostly from about 23% at the one dose, without a potency; inactive = the rest, 99 in 100 with CPE inhibition below about 21%; also: strong numbers were not always called active
K1F lysis inhibition: protection from phage-mediated lysis, alamar blue read-out – E. coli UTI89, K1F phage, bacterial capsule biogenesis inhibitors (AID 488966) | E. coli UTI89 K1F phage lysis, alamar blue, 2 h; higher % means a stronger effect | inhibition, % at 100 µM; hits with a dose series show IC50 in µM | 340,000 tested, 0.02% active;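 active = phage lysis inhibition, versus mean bacterial control, above a set limit; inconclusive = no clear call, values can overlap the other calls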;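 also: capsule biogenesis inhibitors block K1F phage lysis so surviving cells raise fluorescence; higher fluorescence means more inhibition of phage lysis; actives were called in the ten point dose series up to 300 µM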
PhoP inhibition: PhoP-dependent GFP reporter repression – Salmonella Typhimurium, primary screen (AID 1863). S. Typhimurium PhoP-regulated promoter GFP reporter, 4 h; higher % means a stronger effect. inhibition, % at 50 µM; hits with a dose series show IC50 in µM. 300,000 tested, 0.16% active;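 active = inhibition over 29.93%, a cutoff 3 SD above the screen mean, later confirmed by dose response; inconclusive = inhibition over 29.93% but no dose response follow-up; inactive = inhibition at most 29.93% or unconfirmed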;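 also: 0% = low Mg2+ inducing control and 100% = high Mg2+ repressing control; strong numbers were not always called active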
West Nile virus CPE: West Nile virus antiviral activity, cell-based, CPE readout (AID 1621). CPE inhibition, % at 10 µM; hits with a dose series show IC50 in µM. West Nile virus-infected cells, CPE inhibition; higher % means a stronger effect. 290,000 tested, 0.02% active; in the data active = a potency from the dose series; inconclusive = CPE inhibition mostly from about 3.7% at the one dose, without a potency; inactive = the rest, 99 in 100 with CPE inhibition below about 2.2%; also: strong numbers were not always called active
NS5 inhibitors: flavivirus cap methylation enzyme inhibition – biochemical, confirmation dose response, primary screen (AID 588689) | one-dose inhibition, % at 25 µM; IC50 in µM for titrated hits | Dengue-2 NS5 methyltransferase capping enzyme assay, biochemical; higher % means a stronger effect | 340,000 tested, 0.3% active; in the data active = a potency from the dose series; inconclusive = inhibition above about 29% without an active follow-up result
T cell modulator vesicle-bound %: second read-out of T cell modulator, no call of its own (marks repeat the call); double positive events, %; measured here: CD8+ vesicle-bound cell fraction;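 binding gate set so that unloaded-vesicle control wells show 10% double positive cells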
NTR1 ag cell count 20 µM: further read-out of NTR1 ag, marked with its call; cell count; measured here: cell count, cytotoxicity flag
NS5 inhibitors pilot replicate: further read-out of NS5 inhibitors, marked with its call; inhibition, %; measured here: pilot screen replicate inhibition
* marks the source's active call; other numbers are inactive results; i = inactive; ? = inconclusive; · = not tested or not shown; [ ] = another dose, or the depositor's remark.

SMILES | NTR1 ag | NTR1 ag cell count 20 µM | MgcRacGAP inhibition | T cell modulator | T cell modulator vesicle-bound % | Large T inhibition | RSV antiviral HEp-2 | K1F lysis inhibition | PhoP inhibition | West Nile virus CPE | NS5 inhibitors | others
CC(=O)c1c(N2CCN(c3ccc(F)cc3)CC2)nc(=S)n(Cc2ccccc2)c1C | 0.1 | 72 | 18% | i | 38 | 7% | ? | 6.7% | -9% | -1.2% | -22%
O=C(NCc1ccccn1)C(=O)NCC1OCCN1S(=O)(=O)c1ccc(Br)cc1 (stereo not given) | -0.1 | 55 | 6% | i | 16 | 6% | 0.8% | -0.6%[50 µM] | -3% | -1.1% | -6%
Cc1ccc(CNC(=O)C2CCCC2)cc1 | 0.1 | 72 | 6% | i | 21 | 8% | 2.7% | 1.0% | · | · | -10%
CCCC(=O)Nc1ccc(C(=O)COC(=O)C2CC2C)cc1 (stereo not given) | 6.4 | 55 | 6% | i | 14 | · | 0.2% | -1.0% | · | · | 6%
CCOc1ccc(S(=O)(=O)Nc2ccc(F)cc2)c(C)c1C | 3.4 | 53 | -1% | i | 57 | 5% | 6.6% | -0.4% | -1% | -0.6% | -1%
CC(C(=O)Nc1ccccc1-c1ccccc1)N1CCN(S(=O)(=O)c2ccccc2)CC1 (stereo not given) | 0.7 | 58 | 5% | i | 43 | 3% | 1.2% | 6.2% | 8% | -0.2% | 1%
CCc1nc2ccc(F)cc2c(C(=O)NC2CCCCC2C)c1C (stereo not given) | -0.4 | 86 | 1% | i | 45 | 9% | -0.1% | 0.6% | -4% | -0.7% | 2% | NS5 inhibitors pilot replicate=1.5
O=C1C2C3C=CC(C3=C3CCCCC3)C2C(=O)N1c1ccccc1 (stereo not given) | 2.5 | 46 | 13% | i | 20 | 9% | 1.2% | -0.2% | 11% | 0.2% | 0%
Cc1sc(NC(=O)c2ccco2)c(CN2CCN(c3ccccc3)CC2)c1C | 3.4 | 56 | 9% | i | 26 | 6% | 4.9% | 12% | -2% | 0.6% | 0%
CN1C(=O)C(Cc2cnc[nH]2)NC1=S (stereo not given) | -1.7 | 79 | 8% | i | 11 | 6% | 1.5% | -0.2%[50 µM] | -1% | -0.6% | -12%
COc1ccc(S(=O)(=O)N2CCOCC2)cc1NC(=O)Cc1coc2cc(C)ccc12 | -0.1 | 71 | -1% | · | · | · | · | 0.1%[50 µM] | · | · | 5%
Cc1ccc(NC(=O)c2nnn(CC(=O)Nc3ccccc3)c2N)cc1C | 2.4 | 77 | 0% | i | 54 | -4% | 2.0% | 2.6% | -4% | 0.8% | -2%
COc1ccc(C(=O)NCc2nc(C)c(C)s2)cc1OC1CCN(C(C)C)CC1 | -1.0 | 61 | 6% | i | 9 | 28% | 0.8% | 1.7%[50 µM] | 4% | -0.4% | -6%
O=C(CSc1ncnc2sccc12)Nc1ccccc1F | 2.1 | 72 | 8% | i | 10 | 11% | 0.4% | 0.2% | 5% | 0.6% | -5%
Cc1ccc(N(Cc2cc(=O)[nH]c3ccccc23)C(=O)c2ccco2)cc1 | 1.2 | 61 | 3% | i | 32 | 7% | 9.8% | -0.3% | -5% | -0.6% | -7% | NS5 inhibitors pilot replicate=0.9
O=C(NCCc1ccccn1)c1ccc(OC2CCN(CCc3ccccc3)CC2)cc1 | 0.5 | 60 | 7% | i | 10 | 8% | -0.2% | 0.2% | -1% | 0.2% | 4%
O=C(NCc1cccs1)Nc1cc(Cl)ccc1Cl | -1.4 | 87 | 9% | i | 54 | 59% | 3.0% | 0.7% | -5% | -0.7% | 4%
CCOc1ccc(N(CC(=O)Nc2cc(Cl)ccc2C)S(C)(=O)=O)cc1 | 0.9 | 65 | 0% | i | 41 | 4% | 1.3% | -0.3% | 5% | -1.2% | -8%
COc1ccc(NC(=O)C2CCCN2C(=O)NC2CCCCC2)cc1OC (stereo not given) | -1.1 | 90 | -2% | i | 19 | 3% | 0.8% | -0.7% | -11% | 0.4% | -2%
COC(=O)C1=C(C)OC(N)=C(C#N)C1C1CCCCC1 (stereo not given) | -0.1 | 47 | 4% | i | 44 | 14% | -0.9% | 0.2% | 3% | 0.2% | 0%

The final 2 entries of the part before lead into the next:
SMILES | NTR1 ag | NTR1 ag cell count 20 µM | MgcRacGAP inhibition | T cell modulator | T cell modulator vesicle-bound % | Large T inhibition | RSV antiviral HEp-2 | K1F lysis inhibition | PhoP inhibition | West Nile virus CPE | NS5 inhibitors | others
COc1ccc(NC(=O)C2CCCN2C(=O)NC2CCCCC2)cc1OC (stereo not given) | -1.1 | 90 | -2% | i | 19 | 3% | 0.8% | -0.7% | -11% | 0.4% | -2%
COC(=O)C1=C(C)OC(N)=C(C#N)C1C1CCCCC1 (stereo not given) | -0.1 | 47 | 4% | i | 44 | 14% | -0.9% | 0.2% | 3% | 0.2% | 0%
CCc1c(C)[nH]n(-c2nc(-c3cccc([N+](=O)[O-])c3)cs2)c1=O | 0.7 | 52 | 9% | i | 51 | 15% | -0.1% | 0.0% | 0% | -0.9% | -5%
O=C(N/N=C/c1ccc2c(c1)OCO2)C(=O)N1CCCC1 | -0.4 | 90 | 4% | i | 36 | 9% | -0.6% | -0.3% | -9% | 0.4% | 0%
O=C(N/N=C/C=C/c1ccco1)c1cccnc1 | 0.8 | 36 | 17% | i | 30 | 12% | 0.7% | 5.9% | 13% | 0.6% | 15%
C=CCNc1cc(=O)n(Cc2ccccc2)c(=O)[nH]1 | 0.7 | 58 | 3% | i | 36 | 9% | -1.0% | -0.2% | · | · | -6%
Cc1ccccc1OCCCC(=O)Nc1nncs1 | 3.0 | 46 | 2% | i | 28 | 24% | 2.6% | -0.6% | 2% | 0.5% | -7%
COc1ccc(C)cc1N1CC(C(=O)Nc2ccccc2N2CCCCC2)CC1=O (stereo not given) | -1.0 | 46 | -5% | i | 22 | · | 2.3% | 0.0%[50 µM] | · | · | 1%
O=C(CSc1cccc[n+]1[O-])Nc1ccccc1C(F)(F)F | 0.1 | 63 | 0% | i | 52 | · | · | -0.5% | · | · | -5%
CC(=O)c1ccccc1NC(=O)COC(=O)/C=C/c1ccc(C)o1 | 9.6 | 59 | -1% | i | 33 | 2% | -0.1% | 0.3% | 3% | -0.4% | -6%
CCC1CCCCN1CC(C)(C)NS(=O)(=O)c1ccccc1 (stereo not given) | 0.0 | 64 | 28% | i | 51 | 9% | -1.3% | 0.2% | -4% | -0.3% | -10%
Cc1ccc(NC(=O)CC(C(=O)O)c2ccccc2)cc1 (stereo not given) | -0.5 | 48 | -1% | i | 32 | 5% | 1.9% | -0.5% | -20% | 0.4% | -3%
COC(=O)Nc1csc2c1NC(=O)CCCC2 | 0.6 | 91 | 6% | i | 29 | 6% | 2.1% | 0.0% | -5% | 0.6% | 6%
Cn1nc(C(=O)NCc2ccc(Cl)cc2)c2c1-c1ccccc1S(=O)(=O)C2 | 0.3 | 64 | 1% | i | 39 | 8% | 5.8% | 0.2% | 12% | 0.4% | -1%
O=C(N=NC(=O)c1ccc2c(O)n(CC3CCCO3)c(O)c2c1)c1cccnc1 (stereo not given) | -1.4 | 60 | 10% | i | 25 | -3% | 1.4% | -1.0% | -11% | 0.3% | 0%
CCCCNC(=O)c1ccc(CS(=O)(=O)c2cccc(C(F)(F)F)c2)o1 | 1.0 | 79 | 2% | i | 26 | 16% | -0.8% | 7.3% | -3% | -1.2% | -4%
CCN1CCN(C2=C(NS(=O)(=O)c3ccc(C)cc3)C(=O)c3ccccc3C2=O)CC1 | -1.4 | 63 | 7% | i | 17 | 17% | 0.9% | -0.1% | 3% | -0.4% | 17%
O=C(Nc1ccccc1)N1CCC(C(=O)N2CCN(Cc3ccccc3)CC2)CC1 | -2.9 | 57 | 5% | i | 42 | · | 0.8% | 0.7%[50 µM] | · | · | -1%
O=C(NC(=S)Nc1ccc(Cl)cc1)c1cncc(Br)c1 | 2.2 | 30 | -5% | i | 54 | 10% | -0.1% | 0.8% | · | · | 10%
CCC(C)NC(=O)C1CC(c2cccc(OC)c2)=NO1 (stereo not given) | 1.0 | 45 | 7% | i | 32 | 2% | 0.9% | 0.1% | 11% | -0.1% | -5%
COc1cccc(CCc2nnc(CCC(=O)N(C)C3CC(C)(C)NC(C)(C)C3)o2)c1 | 0.8 | 62 | 14% | i | 59 | 14% | 0.6% | 1.9% | 0% | -0.5% | -5%
CCOCCCNC(=O)/C(C#N)=C/c1ccc(Cl)c([N+](=O)[O-])c1 | -0.3 | 32 | 3% | i | 10 | 9% | 1.2% | -0.5% | 5% | -1.0% | -3%
COc1ccc(N2CCN(C(=O)C(C)(C)Oc3ccc(Cl)cc3)CC2)cc1 | 6.3 | 46 | 10% | i | 37 | 8% | 3.4% | -0.1% | 0% | -0.4% | 0%
Nc1nc(N)nc(-c2ccccc2)n1 | -2.9 | 73 | -5% | i | 35 | 4% | 1.4% | 2.0% | 14% | 1.1% | 2%
CCOc1ccc(C2Nc3ccc4ccccc4c3-c3c2c(=O)oc2ccccc32)cc1 (stereo not given) | 2.9 | 53 | 6% | i | 10 | 1% | 1.8% | 0.0% | -5% | ? | -7%
NC(=O)c1ccccc1OCc1cccc2ccccc12 | 2.0 | 94 | 12% | i | 49 | 1% | 20% | 0.0% | 12% | -1.0% | 1%
CC1Sc2ccc(S(=O)(=O)N3CCC(C(=O)NCCc4ccccc4)CC3)cc2NC1=O (stereo not given) | -1.5 | 58 | 7% | i | 31 | -13% | 22% | 0.6% | 1% | -0.3% | -11%
O=C(O)CCc1ccc(S(=O)(=O)Nc2ccccc2C(=O)NCCc2ccccc2)cc1 | 0.4 | 42 | 8% | i | 40 | 6% | 1.2% | 0.1% | -6% | -0.1% | -1%
O=C(c1cc(-c2ccc(Br)cc2)nc2ccccc12)N1CCN(c2ccccc2O)CC1 | 8.8 | 58 | 5% | i | 56 | 5% | ? | -1.1% | -7% | · | -1%
CCCNC(=O)C(Cc1ccccc1)NC(=O)Cc1ccccc1 (stereo not given) | -1.7 | 34 | 3% | i | 35 | · | 0.1% | 0.9% | · | · | 1%
Fc1ccccc1OCCCCSc1ncccn1 | -4.0 | 73 | 8% | i | 19 | 4% | 3.4% | 0.0% | 11% | 0.6% | -4%

Outcome played no part in choosing rows (roughly 1.5% active in at least one column).
